Screening results: PubChem BioAssay, National Center for Advancing Translational Sciences (NCATS)
NPSR antagonist: antagonists of human neuropeptide S receptor cAMP signaling; Q6W5P4; CHO-NPSR cells, cAMP TR-FRET, antagonist mode; hit rate 1% among 220,000; Potency, µM (series often up to 38.3 µM), without a hit: top-dose activity change, negative = inhibition, most hits filed as inhibitors; note: % is set by controls: 0 for no effect and ±100 for the full control effect; nearly all actives have a fitted effect of over 50% in size; many of its hits are not listed in these tables
Target sequence (Q6W5P4 whole entry, looked up): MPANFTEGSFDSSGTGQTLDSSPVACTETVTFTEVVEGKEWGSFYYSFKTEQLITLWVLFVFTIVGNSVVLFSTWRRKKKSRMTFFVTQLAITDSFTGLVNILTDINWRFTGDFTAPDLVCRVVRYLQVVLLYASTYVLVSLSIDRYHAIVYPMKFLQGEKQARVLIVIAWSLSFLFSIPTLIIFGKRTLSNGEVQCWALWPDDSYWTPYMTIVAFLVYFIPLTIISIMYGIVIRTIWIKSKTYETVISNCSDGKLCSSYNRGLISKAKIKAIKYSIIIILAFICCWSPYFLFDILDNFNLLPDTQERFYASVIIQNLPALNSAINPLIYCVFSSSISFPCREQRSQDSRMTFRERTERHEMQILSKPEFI
ALDH1A1 block: ALDH1A1 (human) enzyme inhibition | AID 1030 | P00352 | hit rate 7.3% among 220,000 | Potency, µM (doses to about 75.3 µM), without a hit: at the top dose activity, negative = inhibition, usual class: inhibitors | Purified ALDH1A1, NADH fluorescence, propionaldehyde substrate; active = well fitted inhibition curve with a large enough effect, not every such curve was filed as active; inconclusive = small, poorly fitted or top-dose-only effect, or another doubt; inactive = no such curve, though single readings can be large or run the other way;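 note: plate controls were no enzyme wells and a reference inhibitor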
Target sequence (P00352 whole entry, looked up): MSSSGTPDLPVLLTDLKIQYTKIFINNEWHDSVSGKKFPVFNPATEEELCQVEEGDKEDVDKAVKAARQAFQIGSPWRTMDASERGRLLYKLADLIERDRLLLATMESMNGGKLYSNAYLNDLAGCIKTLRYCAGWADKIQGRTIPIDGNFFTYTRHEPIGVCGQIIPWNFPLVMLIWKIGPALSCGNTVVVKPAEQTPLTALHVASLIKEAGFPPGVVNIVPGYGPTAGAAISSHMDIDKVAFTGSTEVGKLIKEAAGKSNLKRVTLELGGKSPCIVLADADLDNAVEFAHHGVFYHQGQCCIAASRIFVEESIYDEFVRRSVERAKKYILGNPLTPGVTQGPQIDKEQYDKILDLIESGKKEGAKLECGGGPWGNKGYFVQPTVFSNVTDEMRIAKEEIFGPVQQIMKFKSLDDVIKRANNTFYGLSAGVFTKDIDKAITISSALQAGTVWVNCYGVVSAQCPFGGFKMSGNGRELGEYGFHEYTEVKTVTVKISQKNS
aGlu spleen mod: inhibits or activates alpha-glucosidase in human spleen homogenate; P10253; human spleen homogenate, 4-MU-alpha-glucoside fluorescence; Potency, µM (doses to about 79.9 µM), for the others: top-dose activity change, negative = inhibition, actives largely listed as inhibitors; hit rate 0.006% among 240,000; AID 2112;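 note: 0% = enzyme with vehicle and -100% = no enzyme basal signal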
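Enzyme source: human spleen homogenate, 1 ug/well. Buffer 50 mM citric acid/K phosphate pH 5.0, 0.01% Tween-20. 4-MU-alpha-glucoside 1 mM; 37 C x 40 min; NaOH/glycine stop; fluorescence.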
Epigenetic reg: regulators of epigenetic silencing causing reporter derepression in mouse cells | murine LDR cells, GFP reporter derepression, 30 h | hit rate 0.2% among 280,000 | Potency, µM (highest dose often 53.9 µM), inactives show at the highest dose GFP activation, usual class: activators; note: % of control where 0% means no effect; nearly all actives have a fitted effect of over 60% in size
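GFP-positive cell count by laser-scanning cytometry (objects 20–120 um) after 30 h, 37 C compound exposure of murine LDR cells; reporter is CMV-GFP integrated at a silenced locus, inducible by HDAC or DNMT inhibitors.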
GAA inh: inhibitors of human lysosomal alpha-glucosidase | P10253 | purified human GAA, 4-MU-alpha-glucoside fluorescence | Potency, µM (top dose mostly 76.9 µM), inactives show top-dose activity change, negative = inhibition, most hits filed as inhibitors | hit rate 0.005% among 200,000;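 note: plate controls were uninhibited enzyme wells for no effect and no-enzyme background for full effect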
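Fluorogenic assay: 4 nM human alpha-glucosidase with 400 uM 4-methylumbelliferyl-alpha-D-pyranoside in 50 mM citrate/phosphate, 0.005% Tween-20, pH 5.0, 20 min at room temperature. Compounds tested up to 77 uM; AC50 from Hill fits.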
GAA glycogen mod: inhibitors or activators of human alpha-glucosidase glycogen cleavage. P10253. recombinant GAA, glycogen substrate, Amplex Red glucose oxidase fluorescence. Potency, µM (highest dose often 76.4 µM), inactives show at the top dose activity change, negative = inhibition, actives largely listed as inhibitors. hit rate 0.38% among 300,000. AID 2100;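 note: 0% = full enzyme reaction and -100% = no-enzyme basal signal; the screen sought inhibitors and activators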
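Natural-substrate format: glycogen cleavage by 4 nM human enzyme, glucose read by Amplex Red coupling (Ex 573, Em 610 nm). Normalized to enzyme and no-enzyme controls.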
GLA spleen mod: alpha-galactosidase A (human) modulation; P06280; human spleen homogenate, 4MU-alpha-Gal fluorescence, 40 min; Potency, µM (titrated, usually from 80 µM), without a hit: at the highest dose activity change, negative = inhibition, usual class: inhibitors; hit rate 0.008% among 240,000; AID 2107;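 note: 0% = enzyme with vehicle and -100% = no enzyme basal signal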
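Fluorogenic readout (Ex 365/Em 440 nm) of 4-methylumbelliferone released from 1 mM 4-MU-alpha-galactoside by spleen homogenate, 40 min at 37C, pH 5.0. Data normalized to no-enzyme and enzyme controls; Hill-equation AC50 from compound titrations.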
Tau fluor counter: counter-screen for tau fibril formation inhibitors; tau K18 P301L Alexa594 fluorescence, heparin fibrillization; Potency, µM (doses to about 57.7 µM), for inactives: at the top dose activity change, negative = decrease; hit rate 0.93% among 280,000; note: % is set by controls: 0 for no effect and ±100 for the full control effect; nearly all actives have a fitted effect of over 55% in size
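Human tau K18 P301L (15 uM unlabeled, 0.24 uM Alexa 594-labeled) in 100 mM sodium acetate pH 7 with 20 uM heparin, 6 hr at 37 C. ThT 30 uM added, 1 hr ambient; Alexa 594 FP and total fluorescence read at 555/632 nm.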
* marks the source's active call; other numbers are inactive results; ? = inconclusive; nt = not tested or not shown; & = joins results of further samples; [ ] = remark or other dose. Unless noted, calls come from the whole dose curve; as a rule, active = well fitted curve in the direction sought with a large enough effect; inconclusive = small, poorly fitted or top-dose-only effect, or another doubt; inactive = no such curve, though single readings can be large; an effect the other way counts as inactive or inconclusive. Potency is the fitted concentration of half-maximal effect. Only part of the results is shown (hit frequency here may not be typical).

SMILES	NPSR antagonist	ALDH1A1 block	aGlu spleen mod	Epigenetic reg	GAA inh	GAA glycogen mod	GLA spleen mod	Tau fluor counter
CC(C)C[C@H]1C(=O)N2CCCC2[C@]2(O)O[C@](NC(=O)[C@@H]3C=C4c5cccc6[nH]c(Br)c(c56)C[C@H]4N(C)C3)(C(C)C)C(=O)N12 (stereo partly specified)	13µM*	1%&0%	5%&-2%	-1.2%&0.0%	nt	nt	6%&0%	?
CC1OC1P(=O)(O)O (stereo unspecified)	6%[46.1 µM]	10%&-2%	1%&-6%	-0.1%&-0.5%	nt	nt	13%&3%	-4%&-19%
Cc1[nH]c2ccccc2c1C(=O)CN1CC=C(c2ccccc2)CC1	-7%	-9%	-2%	4.2%	-13%	-1%	-8%	?
Cn1c(O)c(C=NC2C(=O)C3(C)CCC2C3(C)C)c(=O)n(C)c1=O (stereo unspecified)	-11%[46.1 µM]	?	0%	2.0%	3%	-30%	22%	-10%
CCCCn1c(O)c(C(C)=NCC2CCCO2)c(=O)[nH]c1=O (stereo unspecified)	-10%[46.1 µM]	-4%	-5%	2.8%	-4%	10%	-4%	-3%
C=C1C[C@]2(O)[C@@]3(C)CCC(=O)C(C)(C)C3=C(O)C(=O)[C@@]2(C)[C@@H]2C(=O)O[C@@](C)(C(=O)OC)C(=O)[C@@]12C	3%	-2%	-3%	-1.4%	nt	0%	3%	-9%
FCCN(CCF)c1cccc(Cl)c1	23%	nt	4%	-2.3%	nt	5%	1%	?
CC1CN(c2cc([N+](=O)[O-])ccc2Cl)CC(C)N1 (stereo unspecified)	2%	2%	-2%	1.5%	2%	-3%	-2%	7%
CCOC(=O)C1(CCc2ccccc2)CCN(Cc2ccco2)CC1	-7%	-1%	-2%	-1.1%	nt	-7%	5%	-3%
Cc1sc2ccccc2c1CC1=NCCN1	4%[46.1 µM]	?	-10%	-0.1%	nt	nt	2%	-5%
NC1=C([N+](=O)[O-])C(c2ccc3c(c2)OCO3)c2c(c3ccccc3oc2=O)O1 (stereo unspecified)	12%	nt	-4%	-4.5%	nt	-13%	0%	-20%
CCOC(=O)N(C)c1ccc(C(O)(C(=O)OC)C(F)(F)F)cc1 (stereo unspecified)	5%[46.1 µM]	2%	-3%	-1.0%	1%	-10%	-5%	-3%
CC(C)(C)OC(=O)N1CC[C@H]1COc1cnc[c]([Sn]([CH3])([CH3])[CH3])c1	nt	3%[13.5 µM]	-8%[17.4 µM]	5.3%[10.1 µM]	nt	nt	0%[17.5 µM]	-7%[11.6 µM]
CN(C)CCNC(=O)c1cccn(Cc2cccc(C(F)(F)F)c2)c1=O	14%	?	-5%	-4.0%	0%	5%	0%	-3%
Cn1c(O)c(C(=Nc2ccc(F)cc2)c2ccccc2)c(=O)n(C)c1=O	4%	nt	-1%	0.0%	nt	-9%	6%	-12%
Cc1noc(C)c1CSc1nc2cc(S(=O)(=O)N3CCOCC3)ccc2o1	-7%[46.1 µM]	3.5µM*	-2%	-1.0%	-9%	4%	8%	-9%
COc1ccc(C[C@H]2NC[C@H](O)[C@H]2OC(C)=O)cc1	nt	-2%	-2%	1.9%	nt	nt	-6%	1%
O=C(CCS(=O)NCc1ccccc1)NCc1ccccc1 (stereo unspecified)	9%[46.1 µM]	?	3%	-2.9%	1%	-15%	-3%	0%
CC(=O)OC(C)(C)/C=C/C(=O)[C@](C)(O)[C@H]1[C@H](O)C[C@@]2(C)[C@@H]3CC=C4[C@H](C[C@H](O)C(=O)C4(C)C)[C@]3(C)C(=O)C[C@]12C	-2%	1%	-8%	0.1%	-14%[15.4 µM]	0%	-8%	-13%
COc1ccccc1-n1c(O)c(C=NC2CC2)c(=O)[nH]c1=O	-8%[46.1 µM]	-2%	6%	-0.2%	0%	6%	8%	-13%
CC(C)CN1CCN(Cc2ccc(C(F)(F)F)cc2)CC1CCO (stereo unspecified)	10%	nt	-3%	-2.5%	nt	6%	5%	-5%
c1ccc(-c2cc3c(nc2-c2ccccc2)CCNC3)cc1	nt	1%[13.5 µM]	-1%[17.4 µM]	1.1%[10.1 µM]	nt	nt	-9%[17.5 µM]	-2%[11.6 µM]
O=C(c1cccc(Cl)c1)C1CCCN(Cc2ccon2)C1 (stereo unspecified)	0%	8%	4%	2.4%	?	22%	-13%	-3%
C/C(=N\NC(=O)c1ccccc1)c1c(O)n(Cc2ccccc2)c(=O)[nH]c1=O	-6%	nt	0%	1.4%	nt	6%	-5%	?
O=C(COc1ccc2ccccc2c1)N1CCN(C2CCN(Cc3ccccc3)CC2)CC1	5%[46.1 µM]	5%	-5%	0.0%	-6%	6%	-10%	-3%
CN(CC(=O)N1CCc2ccccc21)S(=O)(=O)c1cccs1	-8%[46.1 µM]	-13%	-2%	-0.2%	?	-13%	10%	-10%
COc1ccc(NC(=O)c2cn(CCC#N)nc2-c2cccc([N+](=O)[O-])c2)cc1	1%	nt	2%	-1.4%	nt	-1%	6%	-23%
c1ccc2sc(C3(NCC4CC4)CCCCC3)cc2c1	nt	5%	-6%	0.0%	nt	nt	-9%	-12%
Clc1ccc(Cl)cc1	nt	3%	-3%	1.2%	nt	nt	8%	1%
CC(=O)c1c(C)n(CC2CCCO2)c2ccc(O)cc12 (stereo unspecified)	-12%[46.1 µM]	-1%	-3%	0.0%	3%	?	-2%	4%
CCOC(=O)c1ccc2[nH]c(-c3ccc(S(=O)(=O)F)cc3)cc(=O)c2c1	8%	-4%[13.5 µM]	12%	-3.5%	nt	-2%	19%	-2%
CC(C)CN1CCN(Cc2ccccc2C(F)(F)F)CC1CCO (stereo unspecified)	-11%	-1%	1%	0.0%	0%	18%	1%	-7%
COc1ccccc1N(CC(=O)NC1CCCCC1)C(=O)c1cnn(C(C)C)c1	0%[46.1 µM]	-3%	-9%	0.0%	0%	-12%	-7%	-1%
O=[N+]([O-])c1cc(F)c(N2CCCC2)cc1N1CCNCC1	-8%	1%	-1%	1.3%	?	10%	-6%	-1%
CC(=O)NC(C)Cc1ccccc1 (stereo unspecified)	-4%[46.1 µM]	-2%	3%	-0.8%	0%	6%	-2%	-2%
CNC(C(=O)c1ccccc1)C(OC)c1ccccc1 (stereo unspecified)	-7%[46.1 µM]	?	2%	0.0%	-1%	7%	5%	-6%
CC(C)OC12Oc3ccccc3C=C1N1CCC2CC1 (stereo unspecified)	3%[46.1 µM]	9%	1%	0.9%	-2%	-18%	-2%	6%
COCCOC(=O)c1c(C)n(C)c2ccc(OC(=O)N3CCOCC3)cc12	5%[46.1 µM]	?	8%	-5.7%	0%	5%	11%	-2%
O=C1CC2(CCCC2)CC(=O)N1CCCCN1CCN(c2ncccn2)CC1	-14%[46.1 µM]	3.5µM*	-3%	-0.2%	4%[15.4 µM]	2%	10%	-8%&-4%&-9%&-5%
CCCCn1c(O)c(C(CC)=NCCc2ccccc2)c(=O)[nH]c1=O	-20%[46.1 µM]	?	6%	-1.8%	5%	-5%	8%	-7%
COC(=O)[C@H]1[C@H](c2ccccc2)C(=O)[C@@]2(O)c3ccccc3O[C@@]12c1ccccc1	nt	1%[13.5 µM]	-8%[17.4 µM]	0.0%[10.1 µM]	nt	nt	-5%[17.5 µM]	-20%[11.6 µM]
CCOC(=O)c1ccc(NC(=O)C2C3C=CC(O3)C2C(=O)O)cc1 (stereo unspecified)	-12%[46.1 µM]	10µM*	-7%	-0.6%	-10%	2%	2%	5%
CCc1ccccc1N1C(=O)/C(=C/c2ccc(N3CCN(C)CC3)o2)C(=O)NC1=S	-19%	?	1%	-0.7%	-12%	6%	-5%	-4%
Cn1c2ccccc2c2c(C(=O)N3CCC4(CC3)OCCO4)cn(C3CCCC3)c(=O)c21	-12%[46.1 µM]	?	11%	3.7%	?	7%	24%	-9%
Cc1ccc2nc3c(cc2c1)CC1(C(=O)N(C)C(=O)N(C)C1=O)C1CCCCN31 (stereo unspecified)	-16%[46.1 µM]	?	3%	0.1%	3%	16%	17%	-19%
CC(=O)[C@H]1CC[C@H]2[C@@H]3CC[C@H]4C[C@H](O)CC[C@]4(C)[C@H]3C(=O)C[C@]12C	-45%	4%&5%	-7%&11%	-2.5%&-0.2%	2%[15.4 µM]	1%	?	-16%&-2%
O=C(O)CCC(=O)NCCC1=c2ccccc2=N/C1=C\c1c(O)n(Cc2ccc(F)cc2)c(=S)[nH]c1=O	9%	nt	5%	-1.6%	nt	-2%	1%	?
COc1ccc(OC(=O)Nc2ccc([N+](=O)[O-])cc2OC)cc1	6%	nt	-3%	-2.6%	nt	?	-7%	-16%
CCC(=NCCCn1ccnc1)c1c(O)n(-c2ccc(OC)cc2)c(=O)[nH]c1=O	?	nt	2%	-1.2%	nt	5%	-1%	-8%
O=C(c1c[nH]c(C(=O)C(Cl)(Cl)Cl)c1)c1ccccc1Cl	-26%[46.1 µM]	?	-1%	-0.3%	2%	6%	4%	2%
CC12CN3CC(C)(CN(C1)C31CCOCC1)C2=O	-1%[46.1 µM]	7%	5%	1.0%	1%	3%	-4%	7%
COc1ccc(OCC(=O)N2CCN(C/C=C/c3ccccc3)CC2)cc1	9%	8%	5%	?	-1%	-12%	4%	-1%
C=CCOc1ccc(CC2C(=O)N(C)C(=O)N(C)C2=O)cc1	-16%[46.1 µM]	?	3%	-0.9%	5%	0%	-2%	-7%
CCCOc1ccc(CC2CCC(=O)NC2=O)cc1 (stereo unspecified)	-8%[46.1 µM]	3%	-2%	0.0%	?	-7%	7%	-5%
CC[C@]1(c2cccc(O)c2)CCCCN(C)C1	nt	-3%[20.9 µM]	4%[29.1 µM]	1.1%[16.9 µM]	nt	nt	4%[29.1 µM]	nt
Cn1c(O)c(/C=C/C=Nc2ccccc2)c(=O)n(C)c1=O	3%	-8%	-3%	0.0%	-7%	9%	3%	8%
CC(Cc1ccccc1)NCc1ccccc1O (stereo unspecified)	8%	3%	3%	-3.8%	-4%	4%	-2%	2%
